ERa SRC1 inh: ERα–SRC-1 coactivator interaction inhibitors, primary screen, biochemical, TR-FRET, ERα LBD, estradiol-bound; TR-FRET ER-alpha LBD / SRC-1 peptide; inhibition, % at 25.6 µM; hit rate 1.7% among 86,000; AID 629, 2007; in the data active = inhibition above about 50%;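 also: 0% = receptor plus peptide control and 100% = peptide only without receptor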
FAK blocker: FAK kinase inhibitors, primary screen, biochemical. hit rate 0.84% among 97,000. AID 727, 2007. inhibition, %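 (tested at 7 µM)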. Focal adhesion kinase 1 (Homo sapiens), Q05397. biochemical FAK kinase activity assay; in the data active = inhibition above about 19%;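 also: 0% = DMSO and 100% = reference compound high control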
Mac1 fbg enh: enhancers of CD11b/CD18 adhesion to fibrinogen, primary screen, K562 cells, luminescence; ATPlite luminescence; activation, % at 10 µM; hit rate 0.07% among 93,000;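 active = 10 µM primary screen giving 50% or more activity, confirmed by 40% or more on retest at that dose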; also: strong numbers were not always called active; reference of the scale not given here
Target sequence (P05107 whole entry, looked up, other chains not shown): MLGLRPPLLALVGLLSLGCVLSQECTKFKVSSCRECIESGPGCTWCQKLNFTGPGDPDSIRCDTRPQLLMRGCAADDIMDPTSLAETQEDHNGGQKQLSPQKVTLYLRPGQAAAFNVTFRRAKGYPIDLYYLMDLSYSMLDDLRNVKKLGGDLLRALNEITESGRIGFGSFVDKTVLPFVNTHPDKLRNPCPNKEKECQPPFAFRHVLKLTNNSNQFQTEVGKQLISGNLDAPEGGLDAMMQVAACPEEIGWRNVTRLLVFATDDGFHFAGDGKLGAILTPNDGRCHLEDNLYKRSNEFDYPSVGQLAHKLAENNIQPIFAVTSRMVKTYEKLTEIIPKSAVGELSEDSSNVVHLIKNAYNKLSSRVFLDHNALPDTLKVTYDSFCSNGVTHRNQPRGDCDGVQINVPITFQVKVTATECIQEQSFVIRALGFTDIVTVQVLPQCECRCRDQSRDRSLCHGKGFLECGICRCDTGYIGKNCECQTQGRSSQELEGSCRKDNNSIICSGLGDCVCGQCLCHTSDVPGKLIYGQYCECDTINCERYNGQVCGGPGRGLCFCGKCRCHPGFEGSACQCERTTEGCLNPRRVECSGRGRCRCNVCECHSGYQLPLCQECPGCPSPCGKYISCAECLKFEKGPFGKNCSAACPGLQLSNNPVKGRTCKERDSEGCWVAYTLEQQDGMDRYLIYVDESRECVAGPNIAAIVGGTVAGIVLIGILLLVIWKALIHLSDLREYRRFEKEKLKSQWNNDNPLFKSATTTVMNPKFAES
E coli WT exp: growth inhibitors of wild-type E. coli, primary screen, strain BW25113, expanded library, OD600. OD600 absorbance. growth inhibition, % at 100 µM. hit rate 0.15% among 98,000. AID 710, 2007;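 active = growth inhibition above about 50% at one test dose, limit read from the data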;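 also: growth measured after 20 h incubation at 37 °C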
ERa coact pot: enhancers of ERα–SRC-1 coactivator binding, primary screen, biochemical, TR-FRET, ERα LBD, low estradiol; coactivator binding (% of control), % at 25.6 µM; TR-FRET ERalpha-LBD/SRC-Cy5 coactivator binding, 2 h; 100 = basal binding, no effect; AID 639, 2007; Estrogen receptor (Homo sapiens), P03372; hit rate 1.3% among 86,000; in the data active = activity above about 200%;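 also: binding measured in presence of low estradiol as agonist stimulus; 0% = peptide alone without receptor and 100% = receptor with peptide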
ERb coact inh: inhibitors of ERβ-SRC1 coactivator interaction, primary screen, biochemical, TR-FRET, ERβ LBD, SRC-1 peptide; Estrogen receptor beta (Homo sapiens), Q92731; TR-FRET ER-beta LBD / SRC1-Cy5 peptide binding; receptor agonist-loaded with 1 µM estradiol; inhibition, % at 25.6 µM; hit rate 1.3% among 86,000; AID 633, 2007;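 active = compounds whose percent inhibition of the receptor-coactivator binding signal exceeds about 50% in the single-dose screen, limit read from the data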;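 also: 0% = receptor plus peptide wells without compound and 100% = peptide-only wells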
CD11b adhes inh: inhibitors of CD11b/CD18 adhesion to fibrinogen, primary screen, K562 cells, luminescence. Integrin beta-2 (Homo sapiens) + Integrin alpha-M (Homo sapiens), P05107+P11215. ATPlite luminescence; Mn2+ added to activate the integrin. inhibition, % at 10 µM. hit rate 0.54% among 93,000. AID 1497, 2009;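 active = primary inhibition of 50% or more at 10 µM, then 40% or more on retest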; also: some results filed as inactive read as strong as hits
MT1-MMP txn act: MT1-MMP promoter reporter activation – cell-based, luciferase luminescence, primary screen; HT1080 MT1-MMP promoter luciferase reporter, overnight; stronger effect = higher value; activation factor at 10 µM; hit rate 0.16% among 86,000;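 active = activation factor of at least 2 for MT1-MMP transcription at 10 µM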
PLAP activator: PLAP enzyme activators, biochemical, luminescence, HTS; Alkaline phosphatase, placental type (Homo sapiens), P05187; purified PLAP enzyme, luminescent substrate read-out; stronger effect = higher value; activation fold at 20 µM; hit rate 1.2% among 96,000; in the data active = activation fold above about 2
* hit, by the source's call; · = not tested or not shown; [ ] = dose if it differs, or a comment. Not a hit list, and some 5.1% of all compounds hit somewhere here.

SMILES	ERa SRC1 inh	FAK blocker	Mac1 fbg enh	E coli WT exp	ERa coact pot	ERb coact inh	CD11b adhes inh	MT1-MMP txn act	PLAP activator
O=C(c1ccc(COc2ccc3ccccc3c2)o1)N1N=C(C(F)F)CC1(O)C(F)F (stereo unspecified)	·	0	3	-13	·	·	-5	·	1.3
Cc1cc(-c2nnc(SCc3ccccn3)o2)no1	16	7	-2	4	76	14	2	1.2	1
Cc1nn(C)cc1C1C2=C(CC(C)(C)CC2=O)N(c2ccccc2)C2=C1C(=O)CC(C)(C)C2	·	2	-2	-1	·	·	-3	·	2*
COC(=O)CSc1nc(N2CCOCC2)c2c(c1C#N)CC(C)(C)N(C)C2	4	-4	0	2	89[fluorescence artefact?]	-7	-2	0.9	1.1
CC(C)NC(=O)Cn1c(SCC(=O)c2ccc(F)cc2)nc2ccccc21	34[fluorescence artefact?]	-2	·	·	73[fluorescence artefact?]	8[fluorescence artefact?]	·	1.3	·
CCN(C(=O)c1cn(C)c(=O)c2cc(OC)c(OC)cc12)c1cc(OC)ccc1OC	5[fluorescence artefact?]	1	-2	6	97	-3	6	1.1	1.5
CCOC(=O)N1CCC(NC(=O)CCC(=O)N2CC(C)Oc3ccccc32)CC1 (stereo unspecified)	5[fluorescence artefact?]	0	-2	-4	108	0[fluorescence artefact?]	9	1.2	1.1
Cc1ccc(/C=c2\sc3n(c2=O)CN(c2cccc(Br)c2)CN=3)o1	-1	-4	·	-5	104[fluorescence artefact?]	-3	·	1	1
CC(=O)c1cccc(NC(=O)Nc2cnn(Cc3ccc(Cl)cc3Cl)c2)c1	3	0	2	-19	106	0	-5	·	0.9
COc1ccc(-n2c(N)c(Br)c(=O)[nH]c2=O)cc1	-7	-2	0	3	122	-1[fluorescence artefact?]	2	1.1	1.1
N#Cc1ccc(-c2ccc3c(c2)OCO3)nc1SCC(=O)OCc1ccccc1	17	-2	-4	-21	246*[fluorescence artefact?]	-5[fluorescence artefact?]	-7	1.2	0.9
O=C(Nc1ccccn1)N1CCOCC1	11	10	·	2	127	-4	·	1.2	·
CCS(=O)(=O)Nc1ccc(C2=NN(C(=O)c3ccco3)C(c3ccc(C)cc3)C2)cc1 (stereo unspecified)	·	0	-6	-11	·	·	0	·	1.2
CC(NCc1ccc2c(c1)OCO2)C(=O)NC1CCCc2ccccc21 (stereo unspecified)	8	-2	-2	1	128	4	4	1.1	1
CCOc1ccc(C(=O)CSc2nnc(C3CC3)n2C)cc1	40[fluorescence artefact?]	0	·	·	84	4	·	1.4	·
Cc1cc(C)cc(N(CCC#N)C(=O)CSc2nc3nc(C)cc(C)n3n2)c1	-7	3	8	7	113	-3	8	1.1	1.4
COc1cc(NC(=O)c2cc3nc(-c4ccccc4)cc(-c4ccccc4)n3n2)cc(OC)c1OC	·	-4	10	-7	·	·	-7	·	0.9
O=C(NCC1CCCO1)C1c2ccccc2C(=O)N1C1CCCCCCC1 (stereo unspecified)	-5[fluorescence artefact?]	1	·	25	141	2	·	1.2	1
COc1ccc(NC(=O)c2cc(C(C)C)on2)cc1OC	-1[fluorescence artefact?]	-6	·	2	102	-5	·	1.3	1
O=Cc1ccc(N2CCCC2)c(F)c1	-5	2	-1	9	111	-12	-12	·	0.9
CC1(C(=O)N(c2ccccc2)C(C(=O)NC2CCCC2)c2ccccn2)CC(=O)N=C2C=CC=CN21 (stereo unspecified)	-7	-1	-6	0	113	-8[fluorescence artefact?]	7	1.1	1.3
CSc1nsc(SCC(=O)Nc2ccccn2)n1	-13[fluorescence artefact?]	0	-2	2	107	-1[fluorescence artefact?]	-2	1.3	1.1
O=C(COC(=O)c1ccccc1NC(=O)c1ccco1)NCCC1=CCCCC1	-5	·	26	-18	112	98*[fluorescence artefact?]	-5	1.3	0.8
CCOC(=O)c1c(NC(=O)CSc2nnc(CN3CCOCC3)n2C)sc2c1CCCC2	0	1	1	7	113	-3	-2	1.2	1.5
O=C(Cn1nnc(-c2ccccc2F)n1)Nc1cccc2ncccc12	20	-5	-5	-4	183	10	14	1	1.1

(further entries)
SMILES	ERa SRC1 inh	FAK blocker	Mac1 fbg enh	E coli WT exp	ERa coact pot	ERb coact inh	CD11b adhes inh	MT1-MMP txn act	PLAP activator
CCCn1nnc(NC(=O)C(C)Oc2ccc(Cl)cc2Cl)n1 (stereo unspecified)	-7	-2	3	2	83	2	4	1.1	1
O=C(NCC(F)(F)F)N1CCOCC1	2[fluorescence artefact?]	1	-1	6	113	-3[fluorescence artefact?]	-35	1	0.8
C=C(c1ccc(OCCO)cc1)c1ccc(OCCO)cc1	-5	-1	64	8	122	-5	-2	1.3	1
O=C1c2ccccc2C(=O)N1CSc1ncccn1	-2	·	-3	1	106	3	-2	1.1	1.1
CCc1ccc2c(c1)C(NC(C)=O)C(=O)N2CC (stereo unspecified)	·	0	0	5	·	·	15	1.2	1.3
COc1cc(-c2nc(-c3ccc(NC(=O)c4ccc(Br)o4)cc3)no2)cc(OC)c1OC	72*[fluorescence artefact?]	12	47	-16	227*[fluorescence artefact?]	33[fluorescence artefact?]	8	1.3	1.6
O=C(c1ccc2snnc2c1)N1CCCCC1	-20[fluorescence artefact?]	-1	·	·	119	-14	·	1.2	·
Cc1coc2c(O)cc3c(c12)OC1(N2CCCCC2)C(=O)NCCCC31 (stereo unspecified)	41[fluorescence artefact?]	·	·	·	40[fluorescence artefact?]	61*[fluorescence artefact?]	·	0.9	·
CCOc1cc(C(=O)N(C)c2ccccc2)cc(OCC)c1OCC	7	0	·	3	111	-1	·	1.3	1.5
CCn1nnnc1SCC(=O)Nc1ccc(OC)cc1	-12	-2	·	·	118	20	·	1.4	·
Cc1ccc(/C=N/NC(=O)CSCc2ccc(Cl)cc2)cc1	·	0	-2	-4	·	·	6	·	0.9
O=C(CCn1cccc1)Nc1ccccc1F	-51	1	-1	2	98	-23	-22	1.1	0.9
O=C(Nc1ccc(Cl)cc1)N1CCC(c2nc(-c3cccs3)no2)CC1	-7	-5	0	-4	101	-7	·	1.3	0.7
O=C1c2ccccc2C(=O)N1Cc1nc(-c2ccccn2)no1	-9	-1	-5	2	103[fluorescence artefact?]	-1	9	1.2	1.1
CN(C)c1nc(SCCOC(=O)c2ccccc2)nc(N(C)C)n1	19	0	4	6	101	22	57	1	1
CCOC(=O)/C=C1\SCC(=O)N1CC(=O)Nc1ccc(C(C)C)cc1	2	-1	-2	5	100	-2	-5	1	1.1
O=C(Oc1ccccc1C(=O)N1CCOCC1)c1ccccc1	3	-1	2	5	120	2	-10	1.1	1.2
O=C(Nc1ccc(N2CCOCC2)c(Cl)c1)c1ccccc1F	-2	-1	-3	4	102	2	3	1.5	0.8
CCCOc1cccc(C2/C(=C(/O)c3ccncc3)C(=O)C(=O)N2CCCN(C)C)c1 (stereo unspecified)	-1	·	2	·	96	-2	-1	1.1	0.9
CCn1c(C(=O)N2CCCC(C(=O)NCCc3ccc(C)cc3)C2)cc2sccc21 (stereo unspecified)	-60	2	1	-7	100	-8[fluorescence artefact?]	8	1.2	1.4
Cc1ccc(NC(=O)c2ccc(F)c(S(=O)(=O)N3CCOCC3)c2)cc1F	2	4	-3	-6	101	1	13	1.3	0.9
C/C(=N\n1nnnc1Nc1ccccc1)c1ccc(N)cc1	-9	-2	·	3	97	-2	·	1.4	1
Cc1ccccc1-c1nc(CN2CCCC(C(=O)NCc3cccnc3)C2)c(C)o1 (stereo unspecified)	-3	2	·	8	104	-13	·	1.1	1.5
Cn1nc([N+](=O)[O-])nc1Sc1ccc(C(C)(C)C)cc1	·	-7	-2	10	·	·	-1	·	0.9
O=c1[nH]c2ccc(NC(=S)Nc3ccc(Cl)cc3)cc2[nH]1	-8	-1	-3	0	110	-4	8	1.2	0.9

Compounds above with an NH in an aromatic ring:
SMILES	ERa SRC1 inh	FAK blocker	Mac1 fbg enh	E coli WT exp	ERa coact pot	ERb coact inh	CD11b adhes inh	MT1-MMP txn act	PLAP activator
COc1ccc(-n2c(N)c(Br)c(=O)[nH]c2=O)cc1	-7	-2	0	3	122	-1[fluorescence artefact?]	2	1.1	1.1
O=c1[nH]c2ccc(NC(=S)Nc3ccc(Cl)cc3)cc2[nH]1	-8	-1	-3	0	110	-4	8	1.2	0.9

Further compounds:
SMILES	ERa SRC1 inh	FAK blocker	Mac1 fbg enh	E coli WT exp	ERa coact pot	ERb coact inh	CD11b adhes inh	MT1-MMP txn act	PLAP activator
CCc1nnc(NC(=O)c2cnccn2)s1	-6	-2	13	-4	99[fluorescence artefact?]	0	7	1	1
CCCCN(C(=O)NC(=O)Nc1nc2ccc(OC)cc2s1)S(C)(=O)=O	·	5	-3	-9	·	·	-3	1.1	0.9
CCCN(CCC)C(=O)c1ccc2c(c1)N(Cc1ccccc1)C(=O)CS2=O (stereo unspecified)	12	·	0	0	71[fluorescence artefact?]	27[fluorescence artefact?]	16	1	1.3
Clc1cccc(/C=N/Nc2nnc(Cl)c3ccccc23)c1	·	-4	-6	-8	·	·	2	·	0.8
COc1ccc(-c2c(C)nn(-c3ccccc3)c2N)cc1OC	-20	0	·	·	105	-6	·	1.6	·
FC(F)Oc1cccc2cccnc12	2	-2	·	6	118	-9	·	1.3	·
CCOC(=O)C1CCCN(c2c(Nc3cccc(C)c3)c(=O)c2=O)C1 (stereo unspecified)	29[fluorescence artefact?]	-1	2	3	113	0	-6	1.2	1.1
CCN1CCN(c2cc(C)c3cc(NC(=O)c4cnccn4)ccc3n2)CC1	13	·	0	-2	71[fluorescence artefact?]	22[fluorescence artefact?]	-9	1.1	1.5
CCOC(=O)/C(C(N)=NCCCO)=C(/O)c1ccccc1	-13	-4	·	-5	131	-6	·	1	1.1
CC1(C)OC(=O)C(=CNc2ccc(F)cc2)C(=O)O1	-7	-2	-8	4	103	-16	0	1.1	0.8
CCOC(=O)N1CCN(C(=O)COc2ccc(S(=O)(=O)Nc3ccc(OCC)cc3)cc2)CC1	-1	-1	-3	0	120[fluorescence artefact?]	-5[fluorescence artefact?]	28	1	1.2
Cc1cc(C)nc(SCC(=O)Nc2ccc(N3CCOCC3)c(Cl)c2)n1	-29	3	-1	24	98	-20	18	0.7	0.8
Cc1ccc(C(=O)Oc2cc(-c3ccccc3)no2)cc1	-1	-2	-2	-19	84[fluorescence artefact?]	-5	-34	1	0.9
Cc1sc2c(c1C)CN(C1CC(C)(C)NC(C)(C)C1)CN2C(=O)c1ccco1	4	11	6	-1	91	8[fluorescence artefact?]	-27	1.3	1.7
COc1ccc(-c2ccc(-c3noc(-c4cccs4)n3)c(OC)n2)cc1	37[fluorescence artefact?]	-31	38	-4	474*	29[fluorescence artefact?]	-11	1.1	1.1
O=C1CC(c2cccs2)c2cc3c(cc2N1)OCCO3 (stereo unspecified)	36	1	-1	0	100	42	7	1.2	1
Cc1cc2nc(C(F)(F)F)[nH]c(=O)n2n1	-2[fluorescence artefact?]	·	-8	-24	136[fluorescence artefact?]	-4[fluorescence artefact?]	-9	1.1	1
O=C(NCc1cccs1)c1cnn2cccnc12	-29	3	-1	14	96	-21[fluorescence artefact?]	1	1.1	0.9
COc1ccc(-c2nnc(SCC(=O)Nc3cc(C)on3)n2N)cc1OC	-3	0	-2	-1	110	0	-5	1	1.1
CC1=C(C(=O)N2CCOCC2)C(c2ccccc2F)C2=C(CC(C)(C)CC2=O)N1 (stereo unspecified)	·	0	0	1	·	·	-7	1.2	1
Cc1cccn2c(=O)c3cc(C(=O)N4CCN(c5ccccc5)CC4)n(C)c3nc12	2[fluorescence artefact?]	·	·	·	107	-3[fluorescence artefact?]	·	1.4	·
CCS(=O)(=O)N1CCC(C(=O)Nc2cc(Cl)ccc2O)CC1	-9	2	·	10	110	0	·	1.2	·
CCn1cc(C(=O)Nc2nncs2)c(=O)c2cc(F)c(N3CCN(C(=O)c4ccco4)CC3)cc21	9	·	·	·	108	9[fluorescence artefact?]	·	1.1	·
